HUVEC inhibit – inhibitors of HUVEC proliferation, primary screen, cell-based, 384-well | CellTiter-Glo luminescence, 72 h; hits give low values | viability, % at 10 µM (by protocol) | 86,000 tested, 1.1% active;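 active = viability at or below 30%; inactive = viability above 30%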;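 note: 100% = median luminescence of DMSO-only cell control wells on each plate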
H69AR growth 86K – proliferation blockers of H69AR lung cancer cells, primary screen, cell-based, human, 86K library. 85,000 tested, 6% active. viability, % at 10 µM. H69AR lung tumor viability, ATP luminescence, 72 h; hits give low values;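 active = viability at or below 40%; inactive = viability above 40%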;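 note: multidrug resistant small cell line overexpressing MRP-1 efflux transporter; 100% = mean luminescence of untreated control wells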
ERa coact inh – ERα–SRC-1 coactivator interaction inhibitors, primary screen, biochemical, TR-FRET, ERα LBD, estradiol-bound; TR-FRET ER-alpha LBD / SRC-1 peptide; Estrogen receptor (Homo sapiens), P03372; 86,000 tested, 1.7% active; inhibition, % at 25.6 µM; in the data active = inhibition above about 50%;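 note: 0% = receptor plus peptide control and 100% = peptide only without receptor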
Fibroblast inh – antiproliferative effect on LL 47 fibroblasts – human, LL 47 cells, CellTiter-Glo luminescence, primary screen; 85,000 tested, 1.1% active; LL 47 human lung fibroblast viability, ATP luminescence; hits give low values; viability, % at 10 µM; AID 719, 2007;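 active = viability at or below 50% in the single dose screen; inactive = viability above 50%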;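 note: compound exposure lasted 72 h before the ATP readout; 100% = median luminescence of untreated cell-only wells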
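Assay system: human lung fibroblast line LL 47, low passage. Input: 1,150 fibroblasts seeded per well. Times: overnight cell rest, 72 h compound treatment at 37 °C. Evaluation: % viability of median cell-only signal. Technique: luminescent ATP detection, CellTiter-Glo. Control set: cell-only wells, no compound.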
MT1-MMP txn act – MT1-MMP promoter reporter activation – cell-based, luciferase luminescence, primary screen. activation factor at 10 µM. HT1080 MT1-MMP promoter luciferase reporter, overnight; hits give high values. AID 750, 2007. 86,000 tested, 0.16% active;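 active = activation factor of at least 2 for MT1-MMP transcription at 10 µM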
ERa SRC1 pot – enhancers of ERα–SRC-1 coactivator binding, primary screen, biochemical, TR-FRET, ERα LBD, low estradiol | 86,000 tested, 1.3% active | coactivator binding (% of control), % at 25.6 µM | TR-FRET ERalpha-LBD/SRC-Cy5 coactivator binding, 2 h; 100 = basal binding, no effect; in the data active = activity above about 200%;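 note: binding measured in presence of low estradiol as agonist stimulus; 0% = peptide alone without receptor and 100% = receptor with peptide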
CD11b adhes enh – enhancers of CD11b/CD18 adhesion to fibrinogen, primary screen, K562 cells, luminescence. Integrin beta-2 (Homo sapiens) + Integrin alpha-M (Homo sapiens), P05107+P11215. ATPlite luminescence. activation, % at 10 µM. 93,000 tested, 0.07% active;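 active = 10 µM primary screen giving 50% or more activity, confirmed by 40% or more on retest at that dose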; note: strong numbers were not always called active
Smad3 inh – Smad3/FoxH1 peptide binding inhibitors, primary screen, biochemical, TR-FRET | Mothers against decapentaplegic homolog 3 (Homo sapiens), P84022 | TR-FRET Smad3/Dy647-FoxH1 peptide binding, europium anti-His | inhibition, % at 25 µM | 88,000 tested, 0.29% active;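 active = compounds that reduce the energy-transfer binding signal between the protein and its labelled peptide by more than half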;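 note: 0% = Smad3 plus labelled peptide maximal FRET and 100% = peptide-only background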
Target sequence (P84022 whole entry, looked up): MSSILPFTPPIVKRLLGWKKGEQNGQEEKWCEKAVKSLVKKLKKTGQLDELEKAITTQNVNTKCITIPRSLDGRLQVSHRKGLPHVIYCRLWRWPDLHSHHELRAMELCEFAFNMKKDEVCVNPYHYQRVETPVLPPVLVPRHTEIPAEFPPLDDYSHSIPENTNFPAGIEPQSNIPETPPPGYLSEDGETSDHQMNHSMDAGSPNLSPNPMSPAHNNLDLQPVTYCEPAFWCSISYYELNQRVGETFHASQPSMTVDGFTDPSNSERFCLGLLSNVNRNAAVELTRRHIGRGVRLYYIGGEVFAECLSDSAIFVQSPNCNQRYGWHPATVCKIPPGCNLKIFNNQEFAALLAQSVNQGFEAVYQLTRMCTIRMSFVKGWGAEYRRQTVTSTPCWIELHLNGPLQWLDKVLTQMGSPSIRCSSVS
ERb coact inh – inhibitors of ERβ-SRC1 coactivator interaction, primary screen, biochemical, TR-FRET, ERβ LBD, SRC-1 peptide; Estrogen receptor beta (Homo sapiens), Q92731; TR-FRET ER-beta LBD / SRC1-Cy5 peptide binding; receptor agonist-loaded with 1 µM estradiol; inhibition, % at 25.6 µM; 86,000 tested, 1.3% active; AID 633, 2007;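 active = compounds whose percent inhibition of the receptor-coactivator binding signal exceeds about 50% in the single-dose screen, limit read from the data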;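 note: 0% = receptor plus peptide wells without compound and 100% = peptide-only wells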
Target sequence (Q92731 whole entry, looked up, the tested form may be a part): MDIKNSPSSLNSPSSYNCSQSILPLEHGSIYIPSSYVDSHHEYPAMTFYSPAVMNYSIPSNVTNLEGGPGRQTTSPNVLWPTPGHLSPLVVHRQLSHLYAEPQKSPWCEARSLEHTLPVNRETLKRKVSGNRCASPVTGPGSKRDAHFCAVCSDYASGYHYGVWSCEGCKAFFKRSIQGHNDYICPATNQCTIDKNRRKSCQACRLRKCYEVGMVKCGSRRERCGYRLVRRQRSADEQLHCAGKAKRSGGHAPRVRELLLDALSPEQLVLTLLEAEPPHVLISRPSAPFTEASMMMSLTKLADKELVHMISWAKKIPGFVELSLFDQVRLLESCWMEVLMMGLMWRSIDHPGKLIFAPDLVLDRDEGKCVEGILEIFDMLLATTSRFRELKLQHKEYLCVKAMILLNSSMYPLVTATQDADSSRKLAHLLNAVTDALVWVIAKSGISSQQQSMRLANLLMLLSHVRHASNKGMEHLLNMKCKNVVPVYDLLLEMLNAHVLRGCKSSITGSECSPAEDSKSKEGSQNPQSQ
An asterisk follows results filed as active; x = not tested or not shown; [ ] = dose if it differs, or a comment.

smiles	HUVEC inhibit	CD11b adhes enh	Smad3 inh	H69AR growth 86K	Fibroblast inh	ERa SRC1 pot	ERa coact inh	MT1-MMP txn act	ERb coact inh
O=C(O)[C@H](Cc1ccccc1)N1C(=O)c2ccncc2C1=O	94.9	1.0	-0.8	97.5	100.6	121.1	-9.6	1.2	4.5
COCCn1c(SCC(=O)c2ccc(F)cc2)nnc1C(C)C	97.8	-0.2	-8.6	104.6	97.4	115.4	0.7	1.1	5.7
c1ccc(CCNc2ncnc3nc[nH]c23)cc1	91.0	-1.4	4.5	95.9	107.6	108.3	-4.5	1.2	-5.2
COCCn1c(SCC(=O)Nc2nc(C)c(Cl)cc2Cl)nc2ccccc21	106.5	1.4	3.1	92.0	104.5	113.8	-7.6[fluorescence artefact?]	1.2	1.0
Cc1ccc(N(CC(=O)NCc2ccc3c(c2)OCO3)S(C)(=O)=O)cc1	96.0	-4.8	4.1	x	92.2	124.3	-3.3	1.3	-9.3
Cc1ccc(NC2=NC(c3ccccc3)n3c(nc(C)cc3=O)N2)cc1 (centres undefined)	101.6	0.3	-13.3	104.8	110.1	115.7	-5.3	1.2	2.4[fluorescence artefact?]
CCOc1ccc(NC(=O)N(CCN2CCOCC2)Cc2ccc3c(c2)CCCN3CC)cc1	90.6	x	-5.2	76.0	105.0	87.4[fluorescence artefact?]	5.2[fluorescence artefact?]	1.1	10.1[fluorescence artefact?]
Cc1ccc(OCCNS(=O)(=O)c2ccc(N3CCCC3=O)cc2)cc1C	93.5	x	-4.1	85.6	99.7	96.2	-9.3	1.1	-10.1
Cc1c(=O)n(OCc2ccccc2F)c2ccccc2[n+]1[O-]	94.2	-1.2	-4.6	89.7	105.7	119.8	7.5	1	0.8
CCOC(=O)C1CCCN(S(=O)(=O)c2cn(C)c(=O)n(C)c2=O)C1 (centres undefined)	89.3	1.9	-2.2	97.3	92.8	117.5	-5.7	x	-9.5
O=C(c1ccccc1)N1CCSC1=S	109.8	x	0.4	86.9	95.4	103.7	2.4	1.1	26.3
Cc1cc(/C=N/Nc2ccc([N+](=O)[O-])cn2)c(C)n1-c1ccccc1	105.5	39.6	-2.6	95.5	99.4	101.8[fluorescence artefact?]	-0.9[fluorescence artefact?]	1.6	9.0
Cc1ccc(S(=O)(=O)Cn2nnnc2CN2CCOCC2)cc1	98.3	-0.9	-1.5	92.1	97.0	97.3	2.8[fluorescence artefact?]	1	-3.7[fluorescence artefact?]
O=C(Cc1sc(-c2ccccc2Cl)nc1-c1ccccc1)Nc1ccccc1	66.2	-4.8	-71.6[fluorescence artefact?]	44.9	23.3*	234.7*[fluorescence artefact?]	9.4	1.2	-3.7
CN1CCN(S(=O)(=O)c2ccc(NC(=O)C3CCCCC3)cc2)CC1	107.9	-6.2	8.4	90.5	97.9	124.9[fluorescence artefact?]	-3.6	1.1	-2.9[fluorescence artefact?]
C[C@H](NC(=O)c1ccco1)C(=O)Nc1ccc(S(=O)(=O)N2CCCC2)cc1	100.7	1.8	-3.8	99.7	95.0	112.7	-0.9	1.3	7.5
COc1ccc(CCNC2=NCC(C)S2)cc1 (centres undefined)	89.0	-0.5	8.5[fluorescence artefact?]	91.0	92.6	121.1[fluorescence artefact?]	-2.1	1.1	-8.4
CCOC(=O)N1CCN(C(=O)c2cc3c(-c4ccc(Cl)cc4)nn(C)c3s2)CC1	82.8	3.4	8.9	31.4*	83.2	94.4	-5.4	1.1	-6.0
CCCn1c(SCC(=O)N2CCCc3ccccc32)nc2c1c(=O)n(C)c(=O)n2C	86.1	-1.9	3.3	59.5	97.3	109.1	17.7	1.1	-5.8
CCOC(=O)c1ccc(NC(=O)CC2SCCNC2=O)cc1 (centres undefined)	108.1	-4.5	-9.7	102.6	102.3	120.4[fluorescence artefact?]	10.7	1.5	5.4
CCCSc1nc(NCc2ccco2)c2c3c(sc2n1)COC(C)(C)C3	87.8	x	-5.8	33.6*	102.3	92.0	0.9	1.2	20.0
Cc1cc(C)cc(OCC(=O)NN2Cc3ccccc3C2=N)c1	87.9	1.6	8.6	86.0	99.5	99.5	4.3	1.1	-1.1
CC1CCC(NC(=O)CC2Oc3ccccc3NC2=O)CC1 (centres undefined)	100.8	-3.0	11.3	93.5	104.1	140.3	-3.8	1.1	11.0
CCOc1ccc(NC(=O)C2CC(C)=C(C)CC2C(=O)O)cc1 (centres undefined)	88.5	7.3	14.3	104.8	98.0	111.7	-6.4	x	48.2
N#CCCN(C(=O)Nc1ccccc1)c1ccccc1	97.9	0.3	-0.2	96.2	102.8	107.6	-4.5	1.1	6.2
COC(=O)n1c(=S)oc2cc(Cl)ccc21	88.9	2.4	0.4	90.5	95.0	45.5[fluorescence artefact?]	41.2	1.2	16.8
COC(=O)c1c(C(=O)OC)c(-c2cccc(C)c2)n2c1CS(=O)(=O)C2	94.0	1.6	-9.3[fluorescence artefact?]	75.5	97.5	115.2	1.6[fluorescence artefact?]	1.3	-3.4[fluorescence artefact?]
CC(=O)N(C)c1nnc(-c2cnccn2)s1	93.5	x	9.3	102.7	101.6	110.6[fluorescence artefact?]	-8.9	1.1	-8.4
CSc1nc2ccccc2n1CC(=O)N1CCCCC1	89.3	-0.7	12.2[fluorescence artefact?]	61.8	95.9	115.1	-5.1	1.2	-2.6
CCOC(=O)N1CCN(C(=O)c2ccc(CN(c3ccc(C)c(C)c3)S(C)(=O)=O)cc2)CC1	111.4	-1.6	-10.4	70.5	103.5	109.0	2.0	1.4	0.7
Cc1cccc(NC(=O)CSc2nnc([C@@H]3CCCN3C(=O)OC(C)(C)C)o2)c1C	76.3	-0.7	-6.2	1.4*	90.9	133.7	-0.9[fluorescence artefact?]	1.1	-3.8[fluorescence artefact?]
C=Cn1c(C(=O)O)cc(CC)c1-c1ccccc1	97.0	x	7.7	99.2	97.7	113.0	1.6	1.1	0.6
CCn1nnnc1SCC(=O)Nc1ccc2c(c1)OCCO2	92.7	x	-6.5	79.2	96.9	100.1[fluorescence artefact?]	-1.8	1.8	-0.5
O=C(OCCN1C(=O)c2ccccc2C1=O)c1cnccn1	104.8	-2.0	-5.2	100.8	101.2	97.2	5.3	1.2	15.8[fluorescence artefact?]
Cc1sc2nc(SCC(=O)OC(C)C)n(C)c(=O)c2c1C	81.1	-1.5	-2.1	92.1	93.4	93.1	4.8	1.1	-0.2[fluorescence artefact?]
COc1ccccc1CCNS(=O)(=O)c1c(C)n(C)c(=O)n(C)c1=O	90.6	-5.0	4.5[fluorescence artefact?]	98.4	99.2	99.7	-4.5	1.1	0.4
CCCCN(CCCC)C1=Nc2ccccc2N/C1=C(/C#N)C(=O)OCC	103.1	-3.1	-8.1	49.0	84.4	84.3[fluorescence artefact?]	2.0	1	15.2[fluorescence artefact?]
O=C(c1cc2sccc2n1Cc1ccccc1)N1CCN(c2nc3ccccc3s2)CC1	69.9	x	2.3	41.6	96.7	162.5[fluorescence artefact?]	42.3	1	3.4[fluorescence artefact?]
CCOC(=O)c1oc2cc(OCC(N)=O)ccc2c(=O)c1-c1ccc(OC)c(OC)c1	88.5	-4.4	1.1	101.6	92.9	106.7[fluorescence artefact?]	0.8	1	1.5
CSc1ccccc1C(=O)Nc1cccc(C)c1	99.5	0.5	7.9	93.4	107.2	98.1[fluorescence artefact?]	0.4	x	-4.0
COc1cc(Cl)c(S(=O)(=O)NCCN2CCOCC2)cc1Cl	98.2	-1.5	3.1[fluorescence artefact?]	101.0	97.8	114.2	-3.7	1.1	-9.2
CC(=O)Nc1nonc1NC(=O)CSc1nc2ccccc2o1	92.4	-0.3	4.9	83.3	90.9	115.2	-6.0	1	6.8
CCC(CC)n1[nH]c(=O)c2c(C)cc(C)nc21	102.0	7.5	-5.3	95.3	96.5	115.7	-1.5	1.2	2.4
O=C1c2cccc3cccc(c23)C(=O)N1c1nncs1	99.5	-4.1	3.2	102.3	95.6	101.5	5.4	0.9	4.6
CCCn1c(=O)c2ccccc2n2c(SCCOc3ccc(C)cc3)nnc12	84.0	0.3	9.2	77.0	92.5	108.4	-20.2	1.1	20.2[fluorescence artefact?]
CCOC(=O)C1=C(N)N2C(=O)C(C)SC2=C(C(=O)OC)C1c1cccc(OC)c1 (centres undefined)	100.0	-6.1	-6.0	91.2	98.1	81.1[fluorescence artefact?]	6.0	x	7.0
CCOC(=O)c1[nH]c(C)c(C(=O)NCC2CCCO2)c1C (centres undefined)	99.5	-3.9	-1.4	99.2	97.9	103.0	-6.8	0.9	-4.7
COc1ccc(-c2cc(C(=O)Nc3cc(C)n(Cc4ccc(Cl)cc4)n3)no2)cc1OC	46.3	14.8	0.5	14.5*	105.7	136.2[fluorescence artefact?]	23.9[fluorescence artefact?]	1.1	3.5[fluorescence artefact?]
CCCCCC(=O)Nc1nnn(CCC)n1	98.9	-0.6	5.1	98.7	109.8	100.6	-2.0	1.2	-5.4

Copied from the list.
`CC(=O)Nc1nonc1NC(=O)CSc1nc2ccccc2o1` – HUVEC inhibit = 92.4
`Cc1sc2nc(SCC(=O)OC(C)C)n(C)c(=O)c2c1C` – Fibroblast inh = 93.4

From PubChem

Not all compounds are listed, so the mix of outcomes need not match the whole.
